ASAP1 GAP inh – ASAP1 ArfGAP inhibition. ASAP1-stimulated ARF1 GTP hydrolysis, GDP FP detection. inhibition, % at 16.5 µM. 0.19% of 360,000 active. AID 624377; in the data active means inhibition above about 25%;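 further: 0% = vehicle with enzyme and substrate and 100% = no enzyme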
Target sequence (Q9ULH1 325-724 limits assumed): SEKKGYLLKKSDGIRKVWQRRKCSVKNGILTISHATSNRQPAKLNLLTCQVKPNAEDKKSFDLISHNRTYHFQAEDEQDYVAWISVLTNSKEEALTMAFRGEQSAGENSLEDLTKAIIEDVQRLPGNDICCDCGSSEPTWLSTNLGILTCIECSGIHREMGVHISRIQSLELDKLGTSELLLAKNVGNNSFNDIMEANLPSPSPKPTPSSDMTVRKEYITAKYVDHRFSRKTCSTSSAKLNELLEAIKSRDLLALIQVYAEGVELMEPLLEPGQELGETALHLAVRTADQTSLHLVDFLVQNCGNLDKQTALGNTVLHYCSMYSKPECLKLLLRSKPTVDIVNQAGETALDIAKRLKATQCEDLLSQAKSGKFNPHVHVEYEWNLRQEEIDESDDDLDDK
PLC-gamma1 inh – inhibitors of human phospholipase C gamma1; purified PLC-gamma1, fluorogenic substrate, fluorescence; AID 720700; 0.84% of 370,000 active; P19174; inhibition, % at 12.2 µM; in the data active means inhibition above about 9.5%
proKLK7 act – activates the human kallikrein-7 zymogen | P49862 | purified proKLK7, EDANS-DABCYL substrate fluorescence; 100% is mature enzyme control, 0% vehicle | activation, % at 7 µM | 0.9% of 370,000 active | AID 652039;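 active means activation above the mean of all tested compounds plus 3 SD, computed per campaign excluding outliers beyond control limits, cut at about 13% in these data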
Target sequence (P49862 whole entry, looked up): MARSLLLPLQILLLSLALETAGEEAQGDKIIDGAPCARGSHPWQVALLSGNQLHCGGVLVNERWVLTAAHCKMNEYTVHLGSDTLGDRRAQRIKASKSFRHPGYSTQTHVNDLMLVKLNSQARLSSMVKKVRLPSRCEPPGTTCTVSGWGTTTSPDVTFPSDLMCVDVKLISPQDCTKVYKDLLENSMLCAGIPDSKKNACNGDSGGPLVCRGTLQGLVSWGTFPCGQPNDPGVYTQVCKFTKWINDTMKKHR
DDE Tn6 FP inh – inhibitors of Tn6 peptide binding to human fibrin DD(E). P02675. Fibrin DD(E) TRITC-Tn6 fluorescence polarization displacement. inhibition, % at 8.3 µM. 0.21% of 370,000 active;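 active means inhibition above a per-campaign cutoff: mean of compounds within control limits plus 3 SD, cut at about 15% in these data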;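 further: 0% = median of all compound wells on the plate and 100% = blocking peptide control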
PLC-beta3 inh – blocks human PLC-beta3 enzyme activity; Q01970; Purified PLC-beta3, fluorogenic substrate, fluorescence; inhibition, % at 12.2 µM; 0.18% of 370,000 active; in the data active means inhibition above about 11%;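 further: 0% = median of compound wells on plate and 100% = full blocker control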
Rev-erbA mod – modulates human Rev-erb alpha binding to DNA. Rev-erbα–FITC-DNA binding, fluorescence polarization, 90 min. 0.79% of 370,000 active. activity, % at 10 µM. AID 1259318;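 active means activity above about 14%, limit read from the data; passing the limit was not always enough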;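 further: 0% = DMSO wells with 35 nM protein and 100% = DMSO wells with 750 nM protein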
sPLA2-III inh – Blocks human group III sPLA2 activity. Q9NZ20. QFRET BODIPY PC-A2 liposome hydrolysis, fluorescence. inhibition, % at 12.2 µM. 0.56% of 370,000 active;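 active means inhibition above mean plus 3 SD of compounds lying within the high and low control bounds, cut at about 19% in these data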;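 further: 0% = median of test compound wells and 100% = no enzyme DMSO wells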
UHRF1 binding – blocks human UHRF1 binding to methylated DNA; UHRF1 binding to methylated oligo, TR-FRET; inhibition, % at 4.4 µM; 0.75% of 370,000 active; AID 687016; in the data active means inhibition above about 21%;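 further: UHRF1 SRA domain binding a hemimethylated CpG hairpin DNA probe; 0% = median of test compound wells and 100% = reference inhibitor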
ARFGAP1 inhibitor – inhibitors of rat ARFGAP1; Arfgap1-stimulated ARF1 GTP hydrolysis, GDP FP detection; inhibition, % at 16.5 µM; 0.26% of 360,000 active; AID 651572;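 active means inhibition above a per-plate limit, mean inhibition of low control wells plus 3 SD, cut at about 25% in these data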;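 further: 0% = DMSO wells with enzyme and 100% = wells lacking Arfgap1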
Target sequence (Q62848 1-136 limits assumed): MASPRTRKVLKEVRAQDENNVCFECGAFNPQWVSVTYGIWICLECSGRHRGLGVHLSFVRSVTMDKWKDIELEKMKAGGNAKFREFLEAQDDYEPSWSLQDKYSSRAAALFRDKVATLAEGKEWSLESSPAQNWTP
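Assay system: purified rat His6-Arfgap1 residues 1-136 (GAP domain); Reagent: human Δ17 ARF1 bound to GTP; Dosing: 16.5 µM single point, 1.26% DMSO; Times: GTP hydrolysis reaction 2 h at 25 °C; Signal: FP, GDP Alexa 633 tracer displaced from anti-GDP antibody, 620/688 nm; Measure: % inhibition from polarization.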
DDE Tn7 FP inh – disrupts Tn7 cyclic peptide binding to fibrin D-Dimer-E complex; inhibition, % at 8.3 µM; 0.13% of 370,000 active; P02675; FP displacement of FITC-Tn7 peptide from fibrin DD(E); 0% = median of compound wells per plate;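 active means inhibition above the mean of compounds falling within the control limits plus 3 SD of them, cut at about 14% in these data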;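 further: 0% = plate median of compound wells and 100% = 10 µM Aha-Tn7 peptide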
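Assay system: Human clot-derived fibrin DD(E) complex | Buffer or medium: Tris/NaCl/CaCl2 buffer, pH 7.8 | Repeats: One replicate per compound | Benchmarks: Aha-Tn7 high control | Measure: % inhibition scaled between sample-field median and high-control FP | Schedule: 10 min plus 3 h, room temperature | Signal: Fluorescence polarization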
* hit, by the source's call; . = no result given.

Every second line gives: ASAP1 GAP inh	PLC-gamma1 inh	proKLK7 act	DDE Tn6 FP inh	PLC-beta3 inh	Rev-erbA mod	sPLA2-III inh	UHRF1 binding	ARFGAP1 inhibitor	DDE Tn7 FP inh
> CCC(C)c1ccc(NC(=O)COC(=O)CCNC(=O)c2ccco2)cc1 (centres undefined)
  -5	0	-0.2	5	-4	-2	-6	-3	-23	4
> Cc1ccccc1NC(=O)C1C2CCC(O2)C1C(=O)O (centres undefined)
  5	3	0.0	4	1	-1	6	0	12	2
> C[n+]1nc(Nc2ccccc2)sc1-c1ccc(O)cc1
  17	1	0.0	3	0	-4	1	-3	-1	-6
> O=C(Nc1nnc(CC2=CCCCC2)s1)c1cccs1
  4	-9	0.7	-1	-13	2	-4	1	7	-5
> N#Cc1nc(COc2ccccc2Cl)oc1N1CCCC1
  -4	-3	-0.5	0	-6	-9	-3	8	-5	-2
> COc1ccc(CN2CC(C(N)=O)Oc3ccccc32)cc1F (centres undefined)
  8	-1	0.3	4	-4	3	-1	-1	6	-1
> O=C(CSc1nc(-c2ccccc2)nc2ccc(F)cc12)Nc1cccc(C(=O)O)c1
  1	7	-0.2	-5	2	6	10	4	-6	0
> O=C(NC1CC1)c1cc(Cl)nc2ccccc12
  5	1	0.2	-4	-4	5	0	-3	-1	-4
> FC(F)(F)c1cc(-c2ccccc2)nc(NCC2CCCO2)n1 (centres undefined)
  3	-15	0.1	-4	-18	3	-4	-1	-1	8
> Nc1nnc(CSCc2ccc(Cl)cc2)s1
  0	2	0.2	8	0	2	0	-2	14	3
> Clc1ccc(C2=Nn3c(Cn4nnc5ccccc54)nnc3SC2)cc1
  2	1	-0.4	4	-5	-2	-21	0	0	1
> COc1cccc(N2CCN(C(c3ccccn3)c3nnnn3C(C)(C)C)CC2)c1 (centres undefined)
  7	5	0.6	-9	-2	3	8	3	-5	3
> Cc1ccc(Cn2cc(CN3[C@H](CC(C)C)COc4cc(Br)ccc4S3(=O)=O)nn2)cc1
  .	2	0.3	6	3	-1	4	-1	.	-6
> CC(Cc1ccccc1)Nc1ncnc2c1ncn2C1OC(CO)C(O)C1O (centres undefined)
  13	-3	-0.2	-4	0	2	1	-1	1	0
> N#C/C(=C\c1cccnc1)c1nc2ccccc2[nH]1
  1	-78	-0.4	-3	-125	0	-7	2	1	-4
> CN(C)C(=O)c1nnc(Cc2ccc(Cl)cc2)o1
  8	-2	-0.5	5	-4	-3	2	0	-8	-4
> CCOC(=O)C1(C)CCN1C(=O)c1ccc(OC)c(C(F)(F)F)c1 (centres undefined)
  8	0	-0.7	3	4	-5	5	-4	3	2
> Cc1ccccc1C(=O)Nc1nnc(CC(=O)N/N=C/c2ccncc2)s1
  -2	-2	-0.1	3	-7	-8	-29	2	6	-2
> COCCCNC(=O)Cn1nnc(-c2ccc(NC(=O)c3ccc(F)cc3)cc2)n1
  12	4	0.4	-6	-2	-2	13	2	12	-5
> Cc1nn(-c2ccccc2)c2c1C(=O)N(Cc1ccccc1)C(=O)C(C)(C)C2
  -17	-2	0.6	4	-2	1	1	0	-6	7
> COc1cc(OC)cc(-c2noc([C@@H]3O[C@H](CO)[C@@H](O)[C@H]3O)n2)c1
  -2	2	0.1	4	0	-4	9	-3	-1	7
> COC(=O)CCCCCCCCCC[N+]1(C)CCCCC1
  5	4	-0.4	5	11*	0	-2	1	-6	-7
> COc1ccc(-c2[nH]ncc2CNCCc2ncccc2C)cc1F
  -5	5	-0.7	2	2	-3	0	0	3	-1
> Nc1cc(-c2nn[nH]n2)ccc1F
  1	-2	-0.8	8	-5	-10	-3	4	-3	-9
> O=C(COC(=O)CCOc1ccccc1)Nc1ccc(Cl)cn1
  8	-7	0.0	6	-5	-4	-3	2	-13	4
> S=C(NCc1ccccc1)Nc1ccc2ccccc2c1
  7	-3	-0.2	10	-7	6	-9	0	9	6
> Cc1ccc(NC(=O)CSc2ccc3nnc(-c4cccnc4)n3n2)cc1
  10	0	0.4	7	-3	0	-4	-3	-2	-2
> C/C(=N/OC(=O)C1CC12CCC2)c1ccc(Br)cc1 (centres undefined)
  -4	0	0.1	-2	1	0	4	3	4	4
> COc1ccccc1NC(=S)OC1CCC12CCC(c1ccccc1)CC2 (centres undefined)
  .	-2	0.0	2	4	4	-7	0	.	-1
> CCC(=O)N/C(=N/c1nc(C)cc(C)n1)Nc1ccc(C)cc1
  -2	2	0.6	9	0	-2	2	7	7	0

Remaining list, next part.
Every second line gives: ASAP1 GAP inh	PLC-gamma1 inh	proKLK7 act	DDE Tn6 FP inh	PLC-beta3 inh	Rev-erbA mod	sPLA2-III inh	UHRF1 binding	ARFGAP1 inhibitor	DDE Tn7 FP inh
> CCOC(=O)/C(C#N)=C1/C=CN(C)C=N1
  1	10*	-0.1	1	8	3	0	-2	-11	8
> O=C(Cc1ccccc1)N/N=C/c1ccc2c(c1)OCO2
  -4	-1	-0.5	-5	-5	1	0	-2	-13	-4
> Cc1ccc(S(=O)(=O)N2CCCCC2)cc1NC(=O)C1CCCO1 (centres undefined)
  -4	4	-0.5	-3	2	3	2	3	20	2
> CC(=O)N1CCN(c2nc3cc4c(cc3nc2NS(=O)(=O)c2ccccc2)OCCO4)CC1
  -7	-97	2.8	-1	-133	-2	3	0	3	-2
> COc1ccc(C(=O)O)cc1S(=O)(=O)N1CCCc2ccccc21
  2	1	-0.4	3	2	4	-4	-7	-10	0
> N#Cc1ccc(OCCCN2CCC(C(O)(C3=CCCC3)c3ccccc3)CC2)cc1 (centres undefined)
  -7	4	1.0	-9	7	0	-28	1	3	0
> COc1ccc(NS(=O)(=O)c2ccc(C)c(C(=O)NCCCn3ccnc3)c2)cc1
  6	-1	-0.1	-5	-1	2	-9	0	-3	3
> CCc1noc(C)c1C(=O)OCC(=O)N1CCc2ccccc21
  14	1	-0.3	-8	-2	-3	-1	-3	8	-8
> O=C(Cc1ccc(NC(=O)C2CCN(C(=O)C3CC3)CC2)cc1)Nc1ccc(C(=O)N2CCOCC2)cc1
  5	0	-0.6	0	-2	-3	4	-3	21	8
> Cc1onc(-c2c(F)cccc2Cl)c1C(=O)NCc1ccc(S(N)(=O)=O)cc1
  13	-1	0.1	-2	-5	3	9	0	16	-5
> C=CC[C@H](CC(=O)NCCO)C(=O)NCCOC(=O)[C@@H](CC=C)CC(=O)OC(C)(C)C
  -13	3	0.4	-4	5	3	-3	2	10	-8
> CCCCOc1ccc(N2C(=O)CC(NCc3ccncc3)C2=O)cc1 (centres undefined)
  12	0	0.2	0	-3	0	11	4	1	4
> Oc1ccccc1-c1nc(NC2CCCC2)c2ccccc2n1
  4	-42	0.1	-3	-71	2	-10	0	11	-1
> COc1ccc(C(=O)CC(=O)c2ccccc2O)cc1
  -3	-264	11	6	-324	-3	3	-4	8	6
> COc1ccc(C(=O)Nc2cccc([N+](=O)[O-])c2)cc1Br
  2	1	0.9	-6	11*	-1	5	2	15	-4
> OCC1OC(n2cnc3ccccc32)CC1O (centres undefined)
  5	2	0.5	6	-6	-2	-2	0	-3	12
> CC(=O)Nc1ccc(NC(=O)Oc2ccccc2)cc1
  5	-5	-0.2	3	1	-4	-4	0	-3	4
> Cc1ccc(C)c(CSc2nnc([C@@H]3CCCN3)o2)c1
  10	0	0.3	-1	-4	3	-4	1	-1	1
> COc1c(/C=N/Nc2ccc([N+](=O)[O-])cc2[N+](=O)[O-])c(C)nn1-c1ccccc1
  4	0	-0.1	1	2	-2	0	-2	6	5
> O=C(c1ccccc1)c1ccc2c(c1)OCCCO2
  -1	2	-0.2	1	-3	3	-4	0	7	3
> CC(C)N(C)c1ncnc2c1ncn2[C@H]1CN(Cc2cccs2)C[C@@H](CO)O1
  7	3	0.5	8	-2	4	4	-1	-9	0
> Cc1cc(NC(=O)CSCC(=O)OCc2nnc(-c3ccccc3)o2)no1
  -11	2	-0.5	1	-5	-4	3	-1	-8	-1
> CCOC(=O)C1CCN(S(=O)(=O)c2cccc(-c3cn4ccccc4n3)c2)CC1
  2	-31	0.8	-5	-39	-3	-9	0	-1	-1
> O=C(CC(O)CCc1ccccc1)c1ccc(O)cc1 (centres undefined)
  -15	3	0.4	4	4	-8	-8	-3	19	-9
> COc1ccc(/C=C2\SC(=S)N(CCCC(=O)N3CCOCC3)C2=O)cc1
  16	1	-0.2	-6	-3	-1	-7	-1	-7	7
> COc1ccccc1N1C(=O)c2cccnc2C1=O
  -2	2	0.4	2	-6	2	2	1	11	6
> Cc1ccc(/C=C/C(=O)Nc2cccc3cccnc23)o1
  12	-98	0.5	5	-124	1	0	-1	10	5
> CCc1cc(C(=O)N(CCCOC)c2c(N)n(Cc3ccccc3)c(=O)[nH]c2=O)sc1C
  -6	-2	0.0	-7	-5	-3	0	3	2	2
> CCOC(=O)C(C)Sc1nnc(-c2ccccc2O)n1-c1ccc(C)cc1 (centres undefined)
  -5	6	0.7	2	0	5	-5	-1	1	-2

One compound at a time, as listed above. Values in the order: ASAP1 GAP inh, PLC-gamma1 inh, proKLK7 act, DDE Tn6 FP inh, PLC-beta3 inh, Rev-erbA mod, sPLA2-III inh, UHRF1 binding, ARFGAP1 inhibitor, DDE Tn7 FP inh
`COc1ccccc1N1C(=O)c2cccnc2C1=O` is entered as -2, 2, 0.4, 2, -6, 2, 2, 1, 11, 6
`O=C(CC(O)CCc1ccccc1)c1ccc(O)cc1` (centres undefined) is entered as -15, 3, 0.4, 4, 4, -8, -8, -3, 19, -9

Screening results (PubChem)
